Screening data (PubChem BioAssay)
proCasp7 act: counter-screen: procaspase-7 (human) activation. P55210. recombinant procaspase-7, Ac-DEVD-pNA absorbance 405 nm; D23A/D198A/D206A triple mutant, cannot self-cleave; scale: DMSO 0, 5 µM enzyme 100. activation, % at 8.5 µM. actives 0.093% (n = 330,000). AID 463210;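 active = percent activation above the screen-wide mean plus 3 SD, cut at about 25% in these data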
Target sequence (P55210 whole entry D23A/D198A/D206A): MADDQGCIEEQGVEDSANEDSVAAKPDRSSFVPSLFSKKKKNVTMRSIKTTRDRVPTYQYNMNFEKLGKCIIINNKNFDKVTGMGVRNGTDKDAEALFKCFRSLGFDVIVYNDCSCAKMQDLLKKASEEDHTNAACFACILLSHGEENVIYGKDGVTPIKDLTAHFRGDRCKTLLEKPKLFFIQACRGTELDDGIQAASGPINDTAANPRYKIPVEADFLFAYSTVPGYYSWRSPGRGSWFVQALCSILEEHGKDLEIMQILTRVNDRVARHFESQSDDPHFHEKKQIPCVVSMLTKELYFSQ
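Assay system: Uncleavable procaspase-7 mutant enzyme | Input: 2 µM procaspase-7 mutant as dispensed | Timing: 1 h compound preincubation, 2 h substrate cleavage, 25 °C | Repeats: One well per compound | Control set: DMSO wells as 0%, DMSO with 5 µM added PC-7 as 100% | Technique: Epi-absorbance of released pNA at 405 nm, two timepoints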
proCasp3 act: procaspase-3 (human) activation; actives 0.11% (n = 330,000); activation, % at 8.5 µM; AID 463141; P42574; recombinant procaspase-3 D3A, Ac-DEVD-pNA absorbance 405 nm;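 active = activation above the mean of all tested compounds plus 3 SD, cut at about 21% in these data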;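 note: 0% = DMSO alone and 100% = DMSO wells spiked with extra 5 µM PC-3 D3A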
Target sequence (P42574 whole entry D9A/D28A/D175A): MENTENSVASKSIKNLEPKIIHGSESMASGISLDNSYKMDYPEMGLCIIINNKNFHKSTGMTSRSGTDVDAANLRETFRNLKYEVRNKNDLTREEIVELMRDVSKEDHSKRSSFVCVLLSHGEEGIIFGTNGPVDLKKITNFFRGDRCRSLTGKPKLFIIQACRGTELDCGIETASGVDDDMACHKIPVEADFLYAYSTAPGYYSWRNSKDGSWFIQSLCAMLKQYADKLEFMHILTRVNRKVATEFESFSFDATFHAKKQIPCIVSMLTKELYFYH
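Test system: Procaspase-3 D3A mutant; medium: Zinc-free HEPES/NaCl buffer with 0.01% Triton X-100 at pH 7.4; reagent: DEVD-pNA substrate; doses: one concentration, 8.5 µM nominal, 0.8% DMSO; times: 1 h preincubation plus 2 h reaction at 25 °C; signal: Epi-absorbance at 405 nm of released p-nitroaniline, 0 and 120 min; replicates: singlicate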
RPL19A TOR yeast: modulators of TOR pathway RPL19A-GFP in S. cerevisiae | S. cerevisiae RPL19A-GFP strain, flow cytometry, 3 h; stronger effect = lower value | percent response vs DMSO, % at 10 µM | actives 0.3% (n = 330,000);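 active = percent response vs DMSO below 50%; inconclusive = fewer than 70 events counted for the yeast strain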;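 note: median channel GFP fluorescence of the barcoded RPL19A-GFP strain; ratio of sample median GFP to plate DMSO average so 100% = DMSO; lower means less RPL19A-GFP as with rapamycin TOR inhibition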
MEP2 TOR yeast: yeast TOR pathway MEP2-GFP modulation; S. cerevisiae MEP2-GFP strain, flow cytometry GFP, 3 h; 100% = DMSO control level; GFP response vs DMSO, % at 10 µM; actives 0.51% (n = 330,000);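 active = GFP response versus DMSO above a set limit, roughly screen mean plus 3 SD, cut at about 180% in these data; inconclusive = fewer than 70 cells counted for a yeast strain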;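 note: median GFP fluorescence of the barcode-gated MEP2-GFP cells per well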
AHR act: activators of human aryl hydrocarbon receptor; activation, % at 5 µM; AID 2796; AHR-responsive luciferase reporter cells, luminescence; actives 2.5% (n = 320,000); in the data active = activation above about 47%;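 note: 0% = vehicle wells and 100% = reference agonist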
GASC-1 inh: human JMJD2C demethylase inhibition. Q9H3R0. GST-JMJD2C(1-420) H3K9me3 demethylation, DELFIA europium. inhibition, % at 2.35 µM. actives 0.069% (n = 330,000);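 active = more than half of a compound's replicate wells show inhibition beyond 50%, single wells judged on their own value; inconclusive = some, but no more than half, of replicates pass 50% inhibition; inactive = no replicate passes 50% inhibition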;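 note: signal counts dimethyl H3K9 product captured on neutravidin plate; 0% = median of DMSO wells and 100% = 0.3 times that DMSO median; strong numbers were not always called active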
Target sequence (Q9H3R0 1-420 limits assumed): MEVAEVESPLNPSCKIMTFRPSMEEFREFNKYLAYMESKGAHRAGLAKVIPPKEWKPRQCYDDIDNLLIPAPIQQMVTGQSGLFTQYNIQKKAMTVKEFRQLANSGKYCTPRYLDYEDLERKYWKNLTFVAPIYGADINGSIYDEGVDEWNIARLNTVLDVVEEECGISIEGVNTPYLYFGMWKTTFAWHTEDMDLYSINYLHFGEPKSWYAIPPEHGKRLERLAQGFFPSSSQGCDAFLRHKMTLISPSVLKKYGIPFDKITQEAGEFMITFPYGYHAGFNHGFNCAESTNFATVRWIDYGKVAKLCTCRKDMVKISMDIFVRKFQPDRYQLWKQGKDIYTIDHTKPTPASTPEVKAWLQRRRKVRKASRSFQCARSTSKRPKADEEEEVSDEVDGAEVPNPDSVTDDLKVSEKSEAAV
Yeast superoxide: yeast age-related superoxide inhibition as caloric restriction mimetic; S. cerevisiae aged cells, superoxide DHE fluorescence; stronger effect = lower value; superoxide response (% of plate mean), % at 10 µM; actives 0.18% (n = 330,000); AID 2690;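 active = superoxide response under a set limit, about three screen SD below normal, cut at about 65% in these data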;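 note: yeast aged for seven days with compound at 30 °C before DHE staining; 100% = average MFI of all compound-treated wells on the plate with controls excluded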
LAP4 TOR yeast: yeast TOR pathway LAP4-GFP modulation | S. cerevisiae LAP4-GFP multiplex, flow cytometry GFP, 3 h; median GFP as percent of DMSO wells | GFP response vs DMSO, % at 10 µM | actives 0.34% (n = 320,000) | AID 2023;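 active = GFP response vs DMSO above a set limit, about the screen mean plus 3 SD, cut at about 150% in these data; inconclusive = under 70 cell events counted for the yeast strain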
Numbers without * were called inactive; ? = inconclusive; nt = not tested or not shown; & = joins results of further samples.

Fields: proCasp7 act	proCasp3 act	RPL19A TOR yeast	MEP2 TOR yeast	AHR act	GASC-1 inh	Yeast superoxide	LAP4 TOR yeast
O=C1c2oc3ccc(F)cc3c(=O)c2C(c2cccc(O)c2)N1CCCN1CCOCC1 (stereo not given)
    7	9	99	100	-1	1	108	96
Cc1cc(N2CCCC2)ccc1NC(=O)COc1cccc(C(F)(F)F)c1
    -7	-5	98	102	-3	-7	101	99
CC(C)CNC(=O)CC(=O)N/N=C/c1ccc(Br)cc1
    2	-2	96	95	4	-10	126	96
Cc1cc(NC(=O)COC(=O)C2CCN(S(=O)(=O)c3cccc(Cl)c3Cl)CC2)no1
    -1	-2	97	97	1	-1	105	90
COc1cc2c(cc1OC)C1=C(C#N)CCC(=NC(=O)c3ccc(Cl)cc3)N1CC2
    7	3	98	103	5	4	93	100
CCc1ccc(Cc2cnc(NC(=O)C3=NCCN3)s2)cc1
    -2	4	100	99	5	18	101	117
COc1cc(OC)c2c(-c3ccccc3)cc(=O)oc2c1C(CC(=O)N1CCOCC1)c1ccc(N(C)C)cc1 (stereo not given)
    -2	4	101	108	8	5	97	102
CN(Cc1ccccc1)C(=O)CCCn1c(=O)[nH]c2cc(Cl)ccc2c1=O
    9	-6	100	101	1	1	100	105
O=C(CSc1nc2ccccc2s1)NC1CCCC1
    -3	-3	100	96	12	-8	91	121
O=C1/C(=C/c2cccs2)CCC1C1CCCC1 (stereo not given)
    0	8	99	101	-4	4	98	109
COC(=O)/C=C1\SC(=Nc2ccc(Cl)c(Cl)c2)NC1=O
    -2	2	99	108	0	-19	108	102
CCn1c(NCc2ccccc2NS(=O)(=O)c2ccc(C)cc2)nc2ccccc21
    -7	4	nt	nt	7	6	92	nt
Cc1ccc(/C=C/C(=O)NC(C)c2ccccc2)cc1 (stereo not given)
    3	-3	102	101	6	0	99	99
Cc1onc(-c2ccccc2)c1C(=O)N1CCCN(C(=O)c2c(-c3ccccc3)noc2C)CC1
    -9	4	100	102	1	49&-2	85	95
Cc1cc(F)c(F)c(C(=O)N2CCN(C)CC2)c1Cl
    -9	-8	100	103	1	-2	105	96
Cc1ccc(NCc2ccncc2)c(Br)c1
    -1	0	106	104	8	10	90	101
CC(=O)c1c(C)[nH]c(C(=O)NCCc2ccccc2)c1C
    7	-2	98	95	116*	-2	98	99
O=C(Nc1ccc(C(=O)N2CCC(O)(c3ccc(Cl)c(C(F)(F)F)c3)CC2)cc1)c1ccc(Br)o1
    -8	-4	92	88	2	nt	128	119
Cc1ccc(C(=O)N/N=C2/NC(=O)CC(C(=O)Nc3ccccc3)S2)cc1 (stereo not given)
    -9	-7	99	98	2	3	109	91
Cc1cccc(Nc2nnc(SCC(=O)c3c(N)n(C4CC4)c(=O)[nH]c3=O)s2)c1
    -4	-7	111	105	4	-3	109	120
Cn1c(=O)c2c(O)c(C=NCc3ccccc3)c(=O)n(C)c2n(C)c1=O
    7	-2	99	100	1	-4	90	110
Cc1cccc(C)c1NC(=O)CNCC(=O)Nc1c(C)cccc1C
    8	4	100	91	2	13	100	96
COc1ccc2[nH]c(C(=O)Nc3ccccc3Cl)cc2c1
    6	-2	90	101	21	9	97	106
Cc1ccc2[nH]c(=O)c(CN(CCCN3CCOCC3)C(=O)Nc3cccc(Cl)c3)cc2c1
    5	4	102	107	4	3	108	103
O=C(CSc1ncc(-c2ccccc2)n1CC1CCCO1)N1CCCCC1 (stereo not given)
    -1	-1	100	100	0	6	107	100
Cn1c(=O)c2c(nc(CN3CCCCC3)n2CCCc2ccccc2)n(C)c1=O
    3	-4	95	98	0	1	105	98
COc1ccc(/C=C/C(=O)c2ccc(NC3=NCCCS3)cc2)cc1OC
    -21	7	95	103	2	1	94	100
COCCNC(=O)c1c(CSc2ccccc2)noc1C(=O)NCc1ccccc1
    -3	-1	101	97	8	3	91	128
Brc1cnc2nc(SCc3nc4ccccc4[nH]3)[nH]c2c1
    5	-14	97	96	32	0	96	109
CC(C)(C)c1ccc(C(=O)Nc2ccc([N+](=O)[O-])cn2)cc1
    4	-1	103	100	0	7	102	105
Cc1cccc(NC(=O)CN(CC2CCCO2)C(=O)c2oc3ccccc3c2C)c1C (stereo not given)
    -7	3	99	104	13	5	114	103
COc1ccc(-n2nc(C(=O)N3CCN(Cc4ccc5c(c4)OCO5)CC3)c3ccccc3c2=O)cc1
    6	-1	?	?	1	-5&-5	115	?
Cc1csc(NC(=O)Cc2ccc(F)cc2)n1
    13	0	101	102	-1	13	99	93
CSc1ccc(/C=C(\C(=O)O)c2ccc(S(=O)(=O)N3CCCC3)s2)cc1
    3	5	99	99	0	3	100	97
Cc1cccc(N2CCN(C(=O)c3c(-c4ccccc4)noc3C)CC2)c1C
    2	2	93	99	-3	8	90	96
COc1cc2oc3ccccc3c2cc1N(CC(=O)N(C)C)S(=O)(=O)c1ccccc1
    -1	2	101	106	11	-1	111	99
CCOc1ccc2sc(NS(=O)(=O)c3ccc(N)cc3)nc2c1
    1	3	98	95	2	-3	112	92
COC(=O)Nc1ccc(S(=O)(=O)NC2CCCCC2)cc1
    3	2	99	89	1	4	96	84
O=C(NCc1ccco1)C1CC2CCC1C2 (stereo not given)
    2	-6	100	99	1	-42	95	109
CCOC(=O)NS(=O)(=O)c1ccc(CCNC(=O)c2cc(C)on2)cc1
    -6	0	98	102	1	-13	91	92
Cn1c(=O)c2cc(S(=O)(=O)Nc3cc(C(=O)O)cc(C(=O)O)c3)ccc2n(C)c1=O
    0	-7	95	103	0	4	94	103
CCCc1cc(C(=O)N2CCC(N3CCC(C(=O)NC(C)C)CC3)CC2)n(C)n1
    -2	5	102	106	2	5	122	95
O=C(NC1CC1)c1ccc(-c2ccccc2)cc1
    5	0	96	100	1	-1	104	115
COCCn1c(=O)[nH]c2cc(C(=O)NCCN3CCN(c4ccc(OC)cc4)CC3)ccc2c1=O
    -6	-7	106	96	2	-9	92	102
Cc1ccc(CC(=O)O/N=C(\N)Cc2ccc([N+](=O)[O-])cc2)cc1
    -5	0	101	98	-1	-5	81	93

Next part
compound | proCasp7 act | proCasp3 act | RPL19A TOR yeast | MEP2 TOR yeast | AHR act | GASC-1 inh | Yeast superoxide | LAP4 TOR yeast
COC(=O)NCC1(C)CC(NC(=O)OC)CC(C)(C)C1 (stereo not given) | 15 | 12 | 102 | 104 | 1 | -3 | 102 | 106
Cc1c(NC(C)c2cc(Cl)ccc2O)c(=O)n(-c2ccccc2)n1C (stereo not given) | -8 | 5 | 92 | 95 | 6 | 10 | 123 | 116
CC1CCC(C(C)C)C(=O)/C1=C/c1ccc(N)cc1 (stereo not given) | -2 | -6 | 114 | 111 | 15 | -4 | 110 | 93
O=C(O)C1C2CCC(C2)C1C(=O)NCCc1ccccc1 (stereo not given) | 1 | 11 | 102 | 106 | 0 | -20 | 127 | 99
N#CC1C=Cc2ccccc2N1C(=O)c1ccccc1 (stereo not given) | -3 | 1 | 96 | 111 | 9 | 6 | 92 | 112
CCN1C(=O)c2ccccc2Sc2ccc(C(=O)NCCC(C)C)cc21 | 0 | 1 | 105 | 113 | 25 | -26 | 97 | 98
O=C(Cc1c[nH]c2ccccc12)Nc1ccc(N2CCOCC2)cc1 | 7 | 6 | 96 | 95 | 10 | 18 | 110 | 96
COc1ccc(N2CCN(S(=O)(=O)CCNC(=O)COc3ccccc3OC)CC2)cc1 | -4 | 8 | 97 | 94 | 3 | 1 | 92 | 99
O=[N+]([O-])c1ccc(NC(=S)NCc2ccncc2)cc1 | 3 | -5 | 100 | 105 | 1 | -18 | 101 | 101
O=C(Nc1ccc(S(=O)(=O)N2CCOCC2)cc1)C1CCN(S(=O)(=O)c2ccccc2)CC1 | 12 | 2 | 97 | 103 | -2 | 7 | 87 | 102
Cc1noc(C)c1COc1ccccc1C(=O)N1CCN(S(=O)(=O)c2ccccc2F)CC1 | -3 | 7 | 90 | 95 | 0 | 6 | 82 | 96
CCOC(=O)c1nc(N)c(=O)n(-c2ccc(C)cc2)n1 | 3 | 9 | 100 | 100 | 1 | -3 | 97 | 103
Brc1ccc(C2=Nn3c(Cn4nnc5ccccc54)nnc3SC2)cc1 | -30 | -22 | 93 | 89 | 6 | 32 | 122 | 99
CC1(N2CCCCC2)C(=O)c2ccccc2C1=O | 2 | 4 | 106 | 106 | 0 | 7 | 110 | 89
COc1cc(CNc2ccc(N3CCOCC3)c(C(=O)O)c2)ccc1OCC(N)=O | 3 | -7 | 93 | 88 | 2 | -5 | 100 | 89
CC(=O)Nc1ccc(S(=O)(=O)NC(CC(=O)O)c2ccc(OC(C)C)cc2)cc1 (stereo not given) | 13 | -6 | 90 | 91 | -1 | -5 | 87 | 100

In the list so far, these contain an aryl methoxy group:
compound | proCasp7 act | proCasp3 act | RPL19A TOR yeast | MEP2 TOR yeast | AHR act | GASC-1 inh | Yeast superoxide | LAP4 TOR yeast
COc1cc2c(cc1OC)C1=C(C#N)CCC(=NC(=O)c3ccc(Cl)cc3)N1CC2 | 7 | 3 | 98 | 103 | 5 | 4 | 93 | 100
COc1cc(OC)c2c(-c3ccccc3)cc(=O)oc2c1C(CC(=O)N1CCOCC1)c1ccc(N(C)C)cc1 (stereo not given) | -2 | 4 | 101 | 108 | 8 | 5 | 97 | 102
COc1ccc2[nH]c(C(=O)Nc3ccccc3Cl)cc2c1 | 6 | -2 | 90 | 101 | 21 | 9 | 97 | 106
COc1ccc(/C=C/C(=O)c2ccc(NC3=NCCCS3)cc2)cc1OC | -21 | 7 | 95 | 103 | 2 | 1 | 94 | 100
COc1ccc(-n2nc(C(=O)N3CCN(Cc4ccc5c(c4)OCO5)CC3)c3ccccc3c2=O)cc1 | 6 | -1 | ? | ? | 1 | -5&-5 | 115 | ?
COc1cc2oc3ccccc3c2cc1N(CC(=O)N(C)C)S(=O)(=O)c1ccccc1 | -1 | 2 | 101 | 106 | 11 | -1 | 111 | 99
COCCn1c(=O)[nH]c2cc(C(=O)NCCN3CCN(c4ccc(OC)cc4)CC3)ccc2c1=O | -6 | -7 | 106 | 96 | 2 | -9 | 92 | 102
COc1ccc(N2CCN(S(=O)(=O)CCNC(=O)COc3ccccc3OC)CC2)cc1 | -4 | 8 | 97 | 94 | 3 | 1 | 92 | 99
COc1cc(CNc2ccc(N3CCOCC3)c(C(=O)O)c2)ccc1OCC(N)=O | 3 | -7 | 93 | 88 | 2 | -5 | 100 | 89
